Source: PubChem BioAssay
EP2 antag: human EP2 receptor antagonists, primary screen, TR-FRET cAMP, C6 glioma cells | Prostaglandin E2 receptor EP2 subtype (Homo sapiens), P43116 | inhibition, % at 25 µM | C6 glioma cells expressing human EP2; cells stimulated with saturating PGE2 | hit rate 0.52% among 260,000;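 active means percent inhibition above 40 after rounding to a whole number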;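 further: rat C6 glioma host cells with rolipram phosphodiesterase inhibitor present; the protocol text gives 20 µM as final concentration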
Target sequence (P43116 whole entry, looked up): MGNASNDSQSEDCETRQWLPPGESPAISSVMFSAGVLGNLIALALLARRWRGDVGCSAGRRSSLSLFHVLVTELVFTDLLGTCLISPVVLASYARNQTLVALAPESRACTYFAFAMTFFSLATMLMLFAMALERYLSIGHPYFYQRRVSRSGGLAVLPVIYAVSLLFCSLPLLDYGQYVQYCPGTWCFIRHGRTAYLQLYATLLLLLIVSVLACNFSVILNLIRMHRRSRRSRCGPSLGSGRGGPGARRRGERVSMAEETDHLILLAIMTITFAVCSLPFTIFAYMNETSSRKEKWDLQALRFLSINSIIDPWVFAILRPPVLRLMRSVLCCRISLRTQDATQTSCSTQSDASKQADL
EP2 mod: EP2 receptor modulators, cAMP readout, primary screen, cell-based, HTRF cAMP, PGE2 stimulation; Prostaglandin E2 receptor EP2 subtype (Homo sapiens), P43116; EP2-expressing cells, cAMP HTRF FRET, PGE2 co-stimulation; induction, % at 25 µM; hit rate 0.83% among 260,000;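 active means compounds whose cAMP rise, as percent of the full-agonist control response, exceeds 60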;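 further: rat C6 glioma line stably carrying human EP2 under a CMV promoter; the protocol text gives 20 µM as final concentration; 100% = response of wells given 1 µM PGE2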
* marks the source's active call; other numbers are inactive results; & = joins results of further samples. An excerpt; the hit share may differ from the screen's.

Molecule | EP2 antag | EP2 mod
CS(=O)(=O)N(CC(=O)Nc1ccc2c(c1)OCO2)c1cc(Cl)ccc1Cl | 17 | -34
CC(C)(C)C1CCC2(CC1)CCN(CCCN1CCOCC1)CC2 | 44* | 7
CC(=O)Oc1ccc(/C=C2\C=C(c3ccc(C)cc3)OC2=O)cc1Br | 14 | -45
O=C(c1cccnc1)C1CCN(C(=O)Cc2ccc(F)cc2Cl)CC1 | 0 | -26
CCCC(=O)Nc1nc(-c2ccc(OCC)cc2)cs1 | 12 | 9
O=C(CN(C(=O)CNC(=O)c1cccs1)c1ccc(Cl)c(Cl)c1)NC1CCCC1 | 14 | 10
Cc1nc2c(c(=O)[nH]1)CN(Cc1cn(C(C)C)c3ccccc13)CC2 | 3 | 7
COc1ccc(C(=O)CC2(O)C(=O)N(CCCC#N)c3ccccc32)cc1 (configuration not stated) | 10 | -43
N#CC1=C(N)Oc2c(oc(CO)cc2=O)C1c1ccccc1C(F)(F)F (configuration not stated) | 14 | 4
CCCn1nc(C)cc1NC(=O)c1ncoc1-c1ccc(F)cc1 | 4 | -45
COc1ccccc1NC(=O)N(CCc1cccc(C)c1)Cc1cc2c(C)ccc(C)c2[nH]c1=O | 8 | 29
COCCN(C(=O)CC1CCCCC1)c1nnc(-c2ccc(Cl)cc2)s1 | 15 | -36
CC(NC(=O)Cn1ccc2ccc(F)cc21)c1nc(-c2cccnc2)no1 (configuration not stated) | 5 | -35
O=C(/C=C/c1cccs1)NC(=S)NCc1ccccc1 | 15 | -57
CCOc1ccc(C2C3=C(CC(C)(C)CC3=O)NC3=C2C(=O)CC(C)(C)C3)cc1C(=O)O | 12 | -4
O=C(O)CCC(=O)N(Cc1cccnc1)Cc1c(F)cccc1Cl | 7 | -6
Cc1ccc(S(=O)(=O)N2CCN(C(=O)CNC3CCC(C)CC3)CC2)cc1 (configuration not stated) | 9 | -29
COc1ccc(C(NC(=O)C2CCC(OC)CC2)c2nccn2C)cc1 (configuration not stated) | 4 | -13
Cc1ccc(CN(CCCn2ccnc2)Cc2cnc(N(C)C)nc2)o1 | 6 | 10
CCc1c(C)sc(NC(=O)CN2CCC(O)(Cc3ccccc3)CC2)c1C(N)=O | 16 | -20
COc1nc(Nc2cccc(F)c2)nc(OC)n1 | 8 | -21
Cc1ccc(NC(=O)c2ccc3c(c2)CCN3S(C)(=O)=O)cc1C | 14 | -38
O=C(Nc1ccc2c(c1)OCCO2)C1CCN(c2ccc(S(=O)(=O)N3CCCC3)cc2)CC1 | 24 | -3
Cc1ccc2nc(SCC(=O)Nc3ccccc3F)c(C#N)cc2c1 | 16 | 7
COc1ccc(C(=O)N2CCN(Cc3ccccc3Cl)CC2)cc1OC | 9 | -15
COc1ccccc1NC(=O)C1=C(C)NC2=C(C(=O)CC(C)(C)C2)C1c1cccs1 (configuration not stated) | 15 | 63*
C=C(C)Cn1cnc2c1c(=O)n(C)c(=O)n2C | 15 | 10
COc1ccc(-c2cnc(NC(=O)COc3cccc4nsnc34)n2C)cc1 | 11 | -21
COc1ccc(/C(O)=C2/C(=O)C(=O)N(Cc3cccnc3)C2c2ccc(OC)c(OC)c2)c(C)c1 (configuration not stated) | 12 | 27
CCOc1ccc2[nH]c(=O)c(C(c3nnnn3Cc3ccc(F)cc3)N3CCN(C)CC3)cc2c1 (configuration not stated) | 6 | -95

13 of these compounds, reformatted:
Second line of a record: EP2 antag | EP2 mod
- COc1ccc(C(NC(=O)C2CCC(OC)CC2)c2nccn2C)cc1 (configuration not stated)
→ 4 | -13
- Cc1ccc(CN(CCCn2ccnc2)Cc2cnc(N(C)C)nc2)o1
→ 6 | 10
- CCc1c(C)sc(NC(=O)CN2CCC(O)(Cc3ccccc3)CC2)c1C(N)=O
→ 16 | -20
- COc1nc(Nc2cccc(F)c2)nc(OC)n1
→ 8 | -21
- Cc1ccc(NC(=O)c2ccc3c(c2)CCN3S(C)(=O)=O)cc1C
→ 14 | -38
- O=C(Nc1ccc2c(c1)OCCO2)C1CCN(c2ccc(S(=O)(=O)N3CCCC3)cc2)CC1
→ 24 | -3
- Cc1ccc2nc(SCC(=O)Nc3ccccc3F)c(C#N)cc2c1
→ 16 | 7
- COc1ccc(C(=O)N2CCN(Cc3ccccc3Cl)CC2)cc1OC
→ 9 | -15
- COc1ccccc1NC(=O)C1=C(C)NC2=C(C(=O)CC(C)(C)C2)C1c1cccs1 (configuration not stated)
→ 15 | 63*
- C=C(C)Cn1cnc2c1c(=O)n(C)c(=O)n2C
→ 15 | 10
- COc1ccc(-c2cnc(NC(=O)COc3cccc4nsnc34)n2C)cc1
→ 11 | -21
- COc1ccc(/C(O)=C2/C(=O)C(=O)N(Cc3cccnc3)C2c2ccc(OC)c(OC)c2)c(C)c1 (configuration not stated)
→ 12 | 27
- CCOc1ccc2[nH]c(=O)c(C(c3nnnn3Cc3ccc(F)cc3)N3CCN(C)CC3)cc2c1 (configuration not stated)
→ 6 | -95

Further results.
Molecule | EP2 antag | EP2 mod
COc1cccc(CC(=O)NC(C)c2nc3cccnc3n2C(C)C)c1 (configuration not stated) | 10 | -32
CCn1c2ccc(OC)cc2c2n[nH]c(=S)nc21 | 12 | -13
CCc1c(C)nc(SCC(=O)N2CCCCC2)[nH]c1=O | 5 | 36
CCOc1ccc2[nH]c(=O)c(CN(Cc3cccs3)C(CC)c3nnnn3C3CCCC3)cc2c1 (configuration not stated) | 6 | 62*
O=C(OCC#CCSc1nnc(-c2ccncc2)o1)c1ccccc1 | 8 | 4
Cc1cccc(Nc2nc(N)c3ccccc3n2)c1 | 6 | -70
CN1C[C@H](C(=O)N[C@]2(C)O[C@@]3(O)[C@@H]4CCCN4C(=O)[C@H](Cc4ccccc4)N3C2=O)C[C@@H]2c3cccc4[nH]cc(c34)C[C@H]21 | 12&12 | 1&3
O=C(Nc1ccc(NC(=O)c2ccccn2)cn1)c1cccc(Cl)c1 | 13 | -58
Cc1nc(SCC(=O)Nc2ccccc2F)[nH]c(=O)c1C | 7 | 3
CC(CN(CCN(C)C)Cc1ccncc1)c1ccccc1 (configuration not stated) | 4 | 14
Cc1ccc(S(=O)(=O)Nc2ccccc2C=O)cc1 | 9 | 15
COc1ccc(CN(Cc2ccccc2)CC2CCCO2)cc1CO (configuration not stated) | 8 | 5
COc1ccc2c(c1)Cc1sc(NC(=O)c3cccc(F)c3)nc1-2 | 8 | -28
Cc1ccc(C)c2[nH]c(=O)c(CN(Cc3cccnc3)C(=S)NCC3CCCO3)cc12 (configuration not stated) | 15 | 1
COCCNC(=O)CN(C(=O)CCC(=O)Nc1nccs1)c1ccc(F)c(Cl)c1 | 8 | -7
COC(=O)CSc1nc2ccccc2n1CC(=O)N1CCCCC1 | 12 | -50
COc1cccc(NC(=S)N2CCC(NC(=O)NC34CC5CC(CC(C5)C3)C4)CC2)c1 | 9 | -41
CN(C)Cc1ccc(-c2cc3onc(-c4ccccc4)c3c(=O)n2C)cc1 | 44* | -14
CCc1cc(=O)[nH]c(NC2CCN(C(=O)C3(c4ccccc4)CC3)CC2)n1 | 6 | 31
CC(NC(=O)CSc1nc(-c2ccco2)cc(C(F)(F)F)n1)c1ccccc1 (configuration not stated) | 19 | -106
O=C(O)CC(CC(=O)O)n1cccc1 | 14 | 9
O=S(=O)(NCCNC/C=C/c1ccc(Br)cc1)c1cccc2cnccc12 | 15 | -22
O=C(NCc1ccccc1Cl)C1CCN(S(=O)(=O)c2ccc(-n3cnnn3)cc2)CC1 | 5 | -57
COc1ccc(OC)c(S(=O)(=O)N2CCC(C(=O)Nc3ccccc3OC)CC2)c1 | 9 | -6
Cc1nccn1-c1ccc(CN(Cc2cccnc2)C2CC(C)(C)NC(C)(C)C2)cc1 | 2 | -13
O=C(c1cccnc1)N1CCN(c2ncc(-c3ccccc3)s2)CC1 | 9 | 9
O=C(CSc1nnc(-c2ccccc2Cl)o1)N1c2ccccc2Sc2ccccc21 | 8 | -41
CCOC(=O)c1c(NC(=O)c2ccccc2Cl)sc(C(=O)OC)c1C | 11 | 23
O=c1oc2ccccc2n1CCCOc1cccc2ccccc12 | 8 | 75*
O=C(NC1(c2ccc(F)cc2)CCCC1)c1cccc(N2CCCCS2(=O)=O)c1 | 6 | -9
COc1ccc(NC(=O)c2sc3nc4ccc(C)cc4cc3c2N)cc1 | 13 | -13
CC(C)[C@@H]1CC[C@@H](C)C[C@H]1OC(=O)c1ccccc1 | 17 | 48
O=C1CCc2cc(S(=O)(=O)N3CCCC(CN4CCOCC4)C3)ccc2N1 (configuration not stated) | 6 | -19
CC1CCN(c2nc3c(c(=O)[nH]2)CN(Cc2ccc4nccnc4c2)CC3)CC1 | 9 | 2
O=C(Nc1ccc(CN2CCCCC2)cc1)c1ncoc1-c1ccccc1F | 9 | -44
CCCN1CCN(Cc2nc3ccccc3c(=O)[nH]2)CC1 | 1 | -26
O=C(C1CCC1)N1CCN(c2ccc(Cl)cc2)CC1 | 12 | -5
COc1ccc(-c2nnc(NC(=O)c3cc(OC)c(OC)c(OC)c3)s2)cc1 | 14 | -3
COc1ccc(Cl)cc1NC(=O)CSc1nc(-c2cccs2)cc(C(F)(F)F)n1 | 11 | 8
Cc1cc(NCC(C)(C)CN(C)C)n2nc(-c3cccs3)cc2n1 | 7 | -13
O=C(CN1C(=O)C2CCCN2S(=O)(=O)c2ccccc21)NCc1ccccc1 (configuration not stated) | 3 | 27
COc1ccccc1N(C(=O)c1csnn1)C(C(=O)NC(C)(C)C)c1ccc(F)cc1 (configuration not stated) | 10 | 4
NC(=O)Cn1nc([N+](=O)[O-])nc1Br | 9 | 7
Cn1c(COc2cccc3ccccc23)nnc1SCC(=O)NC1CCCC1 | 7 | 22
O=C(NCCNC1CCCCCC1)c1cccs1 | 13 | -19
Fc1ccc(Cn2nnnc2CN2CCC(n3cnc4cccnc43)CC2)cc1 | 6 | -24
O=C(c1ccccc1)n1cc([N+](=O)[O-])cn1 | 8 | -24
Cc1ccc(N2CCCC2=O)cc1S(=O)(=O)NCCNC(=O)c1ccccn1 | 8 | -37
COc1cccc(NC(=O)CSc2nc3cc(OC)ccc3cc2C#N)c1 | 6 | 67*
COC(=O)C1C(=O)C2=C(CC1C)Nc1ccccc1NC2c1ccccc1Br (configuration not stated) | 11 | -29
Cc1nc2ccccc2c(=O)n1CC(=O)NC1CCCCC1 | 11 | 3
CCOc1ccc(NC(=S)N(Cc2cc3cc(CC)ccc3[nH]c2=O)C2CCCC2)cc1 | 29 | -18
CN(C)C(=O)c1cc(Cl)ccc1NC(=O)c1ccco1 | 5 | 4
O=C(c1sc2ccccc2c1Cl)N(CCCO)Cc1cc2cc3c(cc2[nH]c1=O)OCCO3 | 13 | -19
C=C(C)Cn1c(SCc2ccccc2)nc2c1c(=O)n(C)c(=O)n2C | 7 | -5
Cc1ccc(NC(=O)c2c(C)cc(C)cc2C)nc1 | 9 | -13
CCS(=O)(=O)NCC1CCN(c2ncccn2)CC1 | 2 | -11
Cn1nc(CC(=O)NN2C(=O)/C(=C/c3ccc(Cl)cc3)SC2=S)c2ccccc2c1=O | 10 | -41
C=CCOc1ccccc1NC(=O)c1nnn(-c2ccccc2)c1C | 5 | 18
COc1cccc(C2(NC(=O)c3ccc(OC4CSC4)cc3)CCCC2)c1 | 5 | -46

Sorted by molar mass (high to low): some entries from above.
Molecule | EP2 antag | EP2 mod
O=C(CN1C(=O)C2CCCN2S(=O)(=O)c2ccccc21)NCc1ccccc1 (configuration not stated) | 3 | 27
COc1cccc(C2(NC(=O)c3ccc(OC4CSC4)cc3)CCCC2)c1 | 5 | -46
CCS(=O)(=O)NCC1CCN(c2ncccn2)CC1 | 2 | -11

New compounds follow:
Molecule | EP2 antag | EP2 mod
Cc1ccc2cc(CN(Cc3nnnn3C3CCCCC3)CC3CCCO3)c(=O)[nH]c2c1C (configuration not stated) | 7 | 46
CC1(C)CC(N(Cc2ccc3c(c2)CCO3)Cc2ccccn2)CC(C)(C)N1 | 5 | -37
COCCn1nnnc1CN(Cc1cc2ccc(C)c(C)c2[nH]c1=O)C1CCCCC1 | 12 | -61
c1ccc2c(c1)nc1n(CCN3CCOCC3)cnn21 | 9 | -7
O=C(c1ccco1)N1CCc2cc3c(cc2C1C1CCOCC1)OCO3 (configuration not stated) | 8 | -42
O=NN(CCCl)C(=O)NCCCl | 10 | 10
O=C(O)c1ccccc1C(=O)Nc1ccc(S(=O)(=O)Nc2nccs2)cc1 | 12 | 5
CCC(C(=O)OC)n1cnc2scc(-c3ccc(Cl)cc3)c2c1=O (configuration not stated) | 14 | 33
Cc1cc(C)c2nc(N3C(=O)C(O)=C(C(=O)c4ccco4)C3c3cccc(O)c3)sc2c1 (configuration not stated) | 9 | 13
CCN(C(=O)C1CC1)c1nc(-c2ccc(C)cc2)cs1 | 7 | 4
Cc1cc(NC(=O)c2ccccc2)ccc1NC(=O)CSc1nnc(-c2cccs2)n1C | 8 | 31
Cc1ccc([N+](=O)[O-])cc1S(=O)(=O)N(C)C | 10 | 6
O=C(CSc1nc2ccccc2cc1Cc1ccccc1)NNC(=O)c1ccco1 | 5 | 1
Cc1ccc(N2CC(C(=O)Nc3ccc(S(=O)(=O)NC(C)(C)C)cc3)CC2=O)cc1 (configuration not stated) | 11 | -22
NC(=O)c1c(NC(=O)CCCSc2nc(-c3ccco3)cc(C(F)(F)F)n2)sc2c1CCC2 | 14 | 20
